# Screening data from PubChem BioAssay.
# TR SRC2 fluor cs = alters Texas Red total fluorescence, flagging assay interference; 0.29% of 280,000 active; Potency, µM (titrated, usually from 106 µM), without a hit: at the top dose fluorescence change, negative = quenching; TRb/SRC2 Texas Red total fluorescence interference; AID 1479; active means well fitted curve in either direction with a large enough effect; inconclusive means small, poorly fitted or top-dose-only effect
#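 Human TRb ligand-binding domain at 0.6 uM with 20 nM Texas Red SRC2 peptide in Tris buffer containing 1 uM T3 and 5% DMSO, incubated with compound 5 h at ambient temperature. Total fluorescence (555/632 nm) calculated as parallel + 2 × perpendicular.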
# ALDH1A1 inh = ALDH1A1 (human) enzyme inhibition | P00352 | Purified ALDH1A1, NADH fluorescence, propionaldehyde substrate | Potency, µM (titrated, usually from 75.3 µM), without a hit: at the top dose activity, negative = inhibition, actives largely listed as inhibitors | 7.3% of 220,000 active; active means well fitted inhibition curve with a large enough effect, not every such curve was filed as active; inconclusive means small, poorly fitted or top-dose-only effect, or another doubt; inactive means no such curve, though single readings can be large or run the other way;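 further: plate controls were no enzyme wells and a reference inhibitor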
# GLA spleen mod = inhibitors or activators of human alpha-galactosidase in spleen homogenate. 0.008% of 240,000 active. Potency, µM (top dose mostly 80 µM), inactives show top-dose activity change, negative = inhibition, most hits filed as inhibitors. human spleen homogenate, 4MU-alpha-Gal fluorescence, 40 min. P06280;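 further: 0% = enzyme with vehicle and -100% = no enzyme basal signal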
# Target sequence (P06280 32-429 limits assumed): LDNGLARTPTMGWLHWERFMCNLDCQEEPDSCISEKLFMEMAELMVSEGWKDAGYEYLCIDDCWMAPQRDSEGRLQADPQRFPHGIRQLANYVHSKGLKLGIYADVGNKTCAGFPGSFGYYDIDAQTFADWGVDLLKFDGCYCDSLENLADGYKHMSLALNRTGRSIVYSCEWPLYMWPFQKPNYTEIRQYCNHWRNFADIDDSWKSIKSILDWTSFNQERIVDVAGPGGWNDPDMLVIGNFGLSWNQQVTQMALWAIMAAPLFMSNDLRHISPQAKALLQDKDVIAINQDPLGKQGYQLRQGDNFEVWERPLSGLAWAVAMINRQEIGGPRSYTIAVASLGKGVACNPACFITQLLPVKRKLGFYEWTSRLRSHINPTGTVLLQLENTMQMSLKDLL
#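 Spleen homogenate 1 ug + cpd (titration) + 4-MU-alpha-D-galactopyranoside 1 mM; 37C 40 min; 50 mM citrate/phosphate pH 5.0, 0.01% Tween-20; stop pH 10; fluorescence 365/440; AC50 via Hill.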
# Tau fibril FP = blocks human tau fibril formation measured by polarization; Potency, µM (titrated, usually from 57.7 µM), for inactives: at the highest dose activity, negative = inhibition, hits mostly inhibitors; P10636; K18 P301L tau heparin fibrillization, Alexa594 FP, 6 h; 0.39% of 280,000 active; AID 1468; further: nearly all actives have a fitted effect of over 55% in size
# Target sequence (P10636 561-689 P618L limits assumed): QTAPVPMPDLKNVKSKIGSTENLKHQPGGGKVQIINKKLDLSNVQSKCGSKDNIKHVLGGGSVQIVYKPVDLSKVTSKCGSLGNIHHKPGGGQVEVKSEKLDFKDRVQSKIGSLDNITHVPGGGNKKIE
#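 FP of Alexa 594-tau after heparin (20 uM) induction. Substrate: human K18 P301L, 15 uM unlabeled, 0.24 uM labeled. Buffer 100 mM sodium acetate pH 7. 6 hr, 37 C.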
# TRb-SRC2 inh = TRbeta-SRC2 interaction inhibition | TRbeta-SRC2 peptide binding, fluorescence polarization; receptor liganded with 1 µM T3 | Potency, µM (top dose mostly 106 µM), for the others: at the highest dose activity change, negative = inhibition, most hits filed as inhibitors | 0.065% of 280,000 active | AID 1469;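 further: plate controls were bound peptide for no effect and peptide without receptor for full effect; nearly all actives have a fitted effect of over 50% in size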
# Target sequence (P10828 whole entry, looked up): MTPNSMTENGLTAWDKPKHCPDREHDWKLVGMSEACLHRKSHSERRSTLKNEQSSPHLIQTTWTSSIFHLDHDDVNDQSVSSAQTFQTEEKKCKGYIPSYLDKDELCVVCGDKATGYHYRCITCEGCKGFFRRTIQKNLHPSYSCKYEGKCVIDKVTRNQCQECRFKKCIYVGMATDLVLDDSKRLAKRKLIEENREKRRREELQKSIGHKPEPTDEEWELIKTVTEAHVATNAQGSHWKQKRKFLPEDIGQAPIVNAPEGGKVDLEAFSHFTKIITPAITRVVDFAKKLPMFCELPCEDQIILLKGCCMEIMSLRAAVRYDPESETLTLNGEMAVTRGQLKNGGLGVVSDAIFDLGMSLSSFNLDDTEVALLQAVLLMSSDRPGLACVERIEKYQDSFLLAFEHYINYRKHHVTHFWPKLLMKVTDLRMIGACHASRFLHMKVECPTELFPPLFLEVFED
#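 Each compound concentration gave % activity, normalized to unbound and bound Texas Red SRC2 controls, from polarization read after 5 hr ambient incubation with T3-loaded human TRb LBD.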
# L3MBTL1 block = blocks human L3MBTL1 | Q9Y468 | AlphaScreen L3MBTL1–H3K9me1 peptide binding | Potency, µM (doses to about 57.1 µM), for inactives: at the highest dose activity, negative = inhibition, hits mostly inhibitors | 0.66% of 230,000 active; further: nearly all actives have a fitted effect of over 60% in size
#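 AlphaScreen assay: L3MBTL1 (50 nM final) was preincubated 30 min at room temperature with biotinylated H3(1-15)K9me1 peptide (75 nM final), then 30 min with library compounds; streptavidin donor and nickel chelate acceptor beads (10 ug/mL final) added, 30 min dark.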
# Tau fluor cs = counter-screen for tau fibril formation inhibitors; tau K18 P301L Alexa594 fluorescence, heparin fibrillization; Potency, µM (doses to about 57.7 µM), for inactives: at the top dose activity change, negative = decrease; 0.93% of 280,000 active; AID 1463; further: nearly all actives have a fitted effect of over 55% in size
#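 Human tau K18 P301L (15 uM unlabeled, 0.24 uM Alexa 594-labeled) in 100 mM sodium acetate pH 7 with 20 uM heparin, 6 hr at 37 C. ThT 30 uM added, 1 hr ambient; Alexa 594 FP and total fluorescence read at 555/632 nm.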
# Tau ThT inhib = inhibitors of human tau fibril formation, thioflavin T binding | recombinant tau K18 P301L, heparin-induced fibrillization, ThT fluorescence | 2.1% of 270,000 active | Potency, µM (top dose mostly 57.4 µM), without a hit: top-dose activity, negative = inhibition, actives largely listed as inhibitors | AID 1460; further: nearly all actives have a fitted effect of over 55% in size
#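 ThT emission at 510 nm, taken 1 hr after adding 30 uM dye, quantifies aggregates formed when 20 uM heparin acts on human tau K18 P301L for 6 hr at 37 C.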
# Starred values were filed as active, the others as inactive; u = inconclusive; x = not tested or not shown; & = joins results of further samples; [ ] = dose if it differs, or a comment. Unless noted, the call rests on the fitted dose curve; in most records, active means well fitted curve in the direction sought with a large enough effect; inconclusive means small, poorly fitted or top-dose-only effect, or another doubt; inactive means no such curve, though single readings can be large; an effect the other way counts as inactive or inconclusive. Unless noted, on the % scale 0 is the no-effect control and ±100 the full control effect; potency means the concentration at half of the fitted maximal effect.
SMILES,TR SRC2 fluor cs,ALDH1A1 inh,GLA spleen mod,Tau fibril FP,TRb-SRC2 inh,L3MBTL1 block,Tau fluor cs,Tau ThT inhib
CCOC(=O)C1CCN(C(=O)Cn2nc(C)n3c(cc4sccc43)c2=O)CC1,2.7%,x,x,0.2%,-5.3%,x,-4.4%,-7.3%
CCOc1ccc(NC(=O)c2c(NC(=O)c3ccncc3)sc3c2CCC(C(C)(C)C)C3)cc1 (stereo unspecified),-0.2%,x,x,11.4%,4.8%,x,-13.1%,-9.7%
Nc1[nH]nc2nc(N3CCCC3)nc(-c3ccccc3)c12,-3.9%,u,-3.3%,8.4%,-20.3%,-5.4%,-4.6%,-5.7%
CC(C)(C)n1ncc2c(=O)n(CC(=O)N3CCCC3)cnc21,-1.0%,3.3%,2.2%,-2.3%,8.5%,-0.1%,-1.9%,5.9%
O=C(COc1ccc(Br)cc1Br)NC1CCCC1,-1.3%,-3.6%,-0.4%,-0.1%,1.3%,x,-12.5%,-16.6%
O=C(NCc1ccccc1Br)c1ccco1,-2.2%,4.6%,0.8%,7.0%,-1.6%,6.6%,0.3%,-2.2%
Cc1nn(C)cc1C=NCCOCc1ccccc1,0.4%,2.6%,9.7%,8.1%,2.7%,0.5%,2.9%,0.5%
Cn1c(=O)c(C(=O)Nc2ncccc2O)c(O)c2ccccc21,-4.2%,-5.1%,-3.7%,1.5%,-6.7%,-10.5%,0.8%,u
COc1ccc(S(=O)(=O)N(CC(=O)Nc2ccc(S(=O)(=O)N3CCOCC3)cc2)c2ccccc2)cc1,-1.7%,u,-1.9%,-11.4%,10.9%,-8.0%,u,2.1%
CCc1ccc(NC2=NC(C(=O)NC3CCCCC3)CC(=O)N2)cc1 (stereo unspecified),-2.8%,-11.7%,11.6%,-3.5%,2.6%,x,-1.6%,-10.2%
CCCNS(=O)(=O)c1ccc(CCC(=O)Nc2ccc3c(c2)OCO3)cc1,0.5%,u,5.9%,4.6%,2.9%,-0.5%,-9.5%,-1.6%
Cc1cccc(C(=O)N2CCc3cc(CNC(=O)c4cc5ccccc5[nH]4)ccc32)c1,-6.0%,x,x,-15.3%,-4.6%,x,-21.5%,-1.9%
COc1cc2c(=O)n(CCC(=O)NCC3CCCO3)c(=O)n(CC(=O)c3ccc(Cl)cc3)c2cc1OC (stereo unspecified),0.2%,-12.1%,-5.2%,-4.7%,-12.7%,x,-16.4%,-12.5%
COCCN(C(=O)CCCC(=O)Nc1ccccn1)C(C(=O)NC1CCCC1)c1ccc(C)cc1 (stereo unspecified),4.1%,1.7%,16.0%,4.4%,-5.6%,0.3%,-3.5%,-9.7%
COc1ccc(-c2nc3ccccc3o2)cc1NC(=O)C(C)Oc1ccc(Cl)cc1Cl (stereo unspecified),6.4%,x,x,-9.4%,-13.9%,x,-8.4%,-3.5%
Fc1cccc(NC(=S)NCCN2CCOCC2)c1,-2.8%[53 µM],7.4%,-6.6%,-1.8%,-1.0%[53 µM],5.9%,6.2%,5.5%
CCC1CCCCN1Cc1nc2ccccc2c(=O)n1CC(C)=O (stereo unspecified),0.7%,-6.2%,-0.6%,-5.8%,-6.2%,-1.2%,-8.1%,-7.2%
Cc1cc(C)cc(NC(=O)CSc2ccc(-c3cccs3)nn2)c1,-2.9%&-4.9%,-11.8%,-28.6%,u,8.1%&1.2%,-3.2%,u,u
COc1ccc(NC(=O)C2=C(C)Nc3nc(SCc4ccc(Cl)cc4)nn3C2c2cccc(OC)c2OC)cc1 (stereo unspecified),1.2%,x,x,u,6.2%,x,-2.0%,16.7%
CN(CCCNC(=O)CCCOc1cc(=O)n(C)c2ccccc12)Cc1ccccc1,0.4%,1.8%,-9.6%,-3.2%,-3.9%,2.8%,-1.6%,-0.9%

# An excerpt from above in order of length of the SMILES, low to high.
SMILES,TR SRC2 fluor cs,ALDH1A1 inh,GLA spleen mod,Tau fibril FP,TRb-SRC2 inh,L3MBTL1 block,Tau fluor cs,Tau ThT inhib
Cc1nn(C)cc1C=NCCOCc1ccccc1,0.4%,2.6%,9.7%,8.1%,2.7%,0.5%,2.9%,0.5%
Cc1cccc(C(=O)N2CCc3cc(CNC(=O)c4cc5ccccc5[nH]4)ccc32)c1,-6.0%,x,x,-15.3%,-4.6%,x,-21.5%,-1.9%
COc1cc2c(=O)n(CCC(=O)NCC3CCCO3)c(=O)n(CC(=O)c3ccc(Cl)cc3)c2cc1OC (stereo unspecified),0.2%,-12.1%,-5.2%,-4.7%,-12.7%,x,-16.4%,-12.5%
COc1ccc(NC(=O)C2=C(C)Nc3nc(SCc4ccc(Cl)cc4)nn3C2c2cccc(OC)c2OC)cc1 (stereo unspecified),1.2%,x,x,u,6.2%,x,-2.0%,16.7%

# Other entries.
SMILES,TR SRC2 fluor cs,ALDH1A1 inh,GLA spleen mod,Tau fibril FP,TRb-SRC2 inh,L3MBTL1 block,Tau fluor cs,Tau ThT inhib
CNc1nc(OC)nc(N(C#N)CN2C(=O)c3ccccc3S2(=O)=O)n1,-0.9%,u,6.3%,-6.9%,0.2%,u,-10.8%,u
O=C(C[n+]1cccc(CNC(=O)c2ccc(OC(F)F)cc2)c1)c1ccccc1,-3.6%,0.1%,8.6%,-1.4%,1.6%,-1.2%[11.4 µM],7.1%,4.9%
CCN1C(=O)[C@H]2[C@H]3[C@H](O)[C@H](O)C/C(=N/NC(=O)OCc4ccc(OC)cc4)[C@H]3CC[C@@H]2C1=O,-2.0%[11.2 µM],4.8%[13.5 µM],-6.8%[17.5 µM],-2.4%[11.6 µM],-9.1%[11.2 µM],x,2.0%[11.6 µM],-5.8%[11.5 µM]
Cc1ccc(C(C)C)c(OCc2nc(-c3nonc3N)no2)c1,-7.1%,-0.4%,8.2%,-9.3%,0.2%,6.7%,u,-17.9%
CCOC(=O)COc1ccc(Br)cc1/C=C\c1[nH]c(=O)[nH]c(=O)c1[N+](=O)[O-],-5.4%,u,-7.6%,-1.9%,6.6%,0.7%,-0.7%,u
N[C@@H](CCCC(=O)O)C(=O)O,-5.4%,-4.6%,2.4%,-8.9%,-5.7%,x,-7.9%,-6.4%
CC(=O)n1nc(-c2ccc(Cl)cc2)nc1NCc1ccco1,-1.4%,4.2%,-1.7%,-1.5%,-2.3%,x,-8.5%,-5.3%
CC(=O)OC(C(=O)NCc1ccco1)c1cccnc1 (stereo unspecified),-1.2%,18.1%,-3.5%,0.8%,-21.1%,-1.3%,0.4%,-13.9%
COc1ccc2[nH]c(=O)c(CN(CCN3CCCC3)C(=O)Nc3ccccc3Cl)cc2c1,-2.0%,u,14.2%,1.6%,2.4%,0.1%,-4.6%,-9.6%
Cc1ccc(OCCOCCN(C)C)c(Cl)c1,2.2%,-3.9%,-1.9%,1.1%,-3.0%,-2.3%,0.7%,-3.1%
CSC(=S)N/N=C(\C)c1ccccc1,0.9%,-14.2%,6.6%,13.1%,-6.1%,-19.3%,-13.0%,-19.4%
Nc1c(C(=O)N/N=C/c2ccccc2Cl)oc2nc(-c3ccccc3)cc(-c3ccco3)c12,-2.5%,x,6.5%,4.7%,-0.6%,-17.2%,-19.8%,u
O=C1NC2(CCCC2)N=C1c1ccc(F)cc1,1.8%,-0.7%,3.6%,6.2%,-1.7%,x,1.3%,-12.8%
CCOC(=O)C1(CCCc2ccccc2)CCN(C(=O)c2cc(C)nc(C)n2)CC1,-0.8%[53 µM],u,7.6%,10.8%,-3.0%[53 µM],-13.9%,1.2%,-6.5%
O=C1NCCN(Cc2ccoc2)C1CC(=O)N(Cc1ccccc1)CC1CCC1 (stereo unspecified),-6.1%,u,5.5%,u,-14.1%,-2.9%,-6.0%,u
CCOc1ccc(C(=O)c2cn(Cc3ccc(F)cc3)c3ccc(F)cc3c2=O)cc1,u,x,x,-0.4%,3.0%,x,-4.4%,-5.2%
Cc1ccc(S(=O)(=O)c2cn(Cc3ccccc3Cl)c3ccc(F)cc3c2=O)cc1,-0.2%,x,x,0.0%,-3.6%,x,2.2%,2.5%
COC(=O)CSc1nnc(-c2ccco2)o1,-4.4%,-1.0%,2.6%,-10.0%,2.5%,0.0%,1.9%,5.5%
CC1=C(C(=O)Nc2ccc(C)cc2C)C(c2ccc(C(=O)O)cc2)n2nc(SCc3ccccc3)nc2N1 (stereo unspecified),-19.0%,x,x,16.0%,5.4%,x,9.8%,-2.3%
C=C(C)CN1C(=O)c2ccccc2C1=O,0.8%,u,1.9%,3.1%,4.1%,x,-4.6%,-3.0%
Cc1ccc(NC(=O)CCC(=O)N/N=C/c2cc([N+](=O)[O-])ccc2O)cc1,3.0%,11.8%,1.9%,7.5%,3.7%,1.7%,-11.3%,u
CCOc1ccc(CNC(=O)c2[nH]c3ccccc3c2Sc2ccc(C)cc2)cc1,0.5%,x,x,-14.0%,2.7%,x,-12.7%,-9.1%
O=C(COC(=O)c1ccc(O)cc1)NCC1CCCO1 (stereo unspecified),-1.3%,-0.9%,7.2%,0.7%,-3.0%,x,-0.3%,0.0%
N/C(=N\N=C\c1cccc([N+](=O)[O-])c1)c1nonc1N,-1.7%,x,11.5%,1.7%,9.6%,x,-23.2%,x
Cc1cc([N+](=O)[O-])ccc1NC(=O)C1CCCO1 (stereo unspecified),-49.3%,-10.6%,8.4%,0.6%,-4.3%,7.3%,-2.8%,-0.7%
CCCn1nnnc1NCc1cc(Br)ccc1OC,-0.5%,-1.8%,8.2%,-4.8%,-5.4%,-19.1%,-3.7%,9.0%
O=C(NNC(=O)C1[C@H]2CCCC[C@@H]12)c1ccc(=O)oc1 (stereo partly specified),-1.2%,x,-1.8%,-2.8%,-2.0%,-24.1%,-11.3%,u
CCCCOC(=O)c1ccc(NC(=O)c2ccoc2C)cc1,-4.8%,-8.4%,4.4%,-6.6%,-8.2%,0.3%,-21.2%,-9.1%
CCOc1cc(N2CCOCC2)c(OCC)cc1NCC(=O)N1CCN(Cc2ccccc2)CC1,-3.0%,x,-7.1%,0.7%,-0.1%,x,-10.7%,x
Cc1cc(S(=O)(=O)Nc2ccc3[nH]c(=O)sc3c2)ccc1F,-12.0%,x,x,-4.9%,-0.6%,x,-16.9%,2.1%
O=C(NCc1ccccc1)c1cc2ccc3cccnc3c2[nH]1,-0.4%,x,x,u,-3.4%,x,-16.8%,-12.7%
CC(=O)Nc1ccc2nc(NC(=O)COc3ccc(C)cc3)sc2c1,0.4%,0.5%,-0.4%,-11.8%,3.0%,x,-21.8%,-25.4%
